KB-3-1 cytotox – KB-3-1 parental cell cytotoxicity | AID 1347075 | Potency, µM (highest dose often 46.1 µM), inactives show top-dose activity change, negative = cytotoxic, usual class: cytotoxic | 400,000 tested, 1.4% active | KB-3-1 viability, CellTiter-Glo ATP luminescence, 72 h; also: potency is read from the fitted curve at half-maximal effect; % is scaled to controls: 0 for no effect and ±100 for the full control effect; nearly all actives have a fitted effect of over 60% in size
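Parental KB-3-1 adenocarcinoma cells in phenol-red-free DMEM with 10% FBS were pin-treated with compounds at several concentrations, incubated 72 h at 37 °C, and viability read by CellTiter-Glo luminescence; concentration-effect curves were fitted after normalization.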
IL1B secr inh – inflammasome signaling inhibition, IL-1 beta readout; THP-1 LPS/ATP IL-1B secretion, AlphaLISA, 16 h; hits give low values; 360,000 tested, 4.7% active; activity change, % at 57.5 µM; in the data active = activity change below about -50%; inconclusive = mostly about -30% to -49%; also: % is scaled to controls: 0 for no effect and ±100 for the full control effect
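THP-1 cells pretreated 1 hr with compounds (up to 57.5 uM final), then stimulated with LPS (250 ng/mL final) plus ATP (1.25 mM final); secreted IL-1B measured by AlphaLISA after 16 hr, decreased signal indicating inhibition.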
HT1080 IDH1KD tx – kills HT-1080 cells with IDH1 knockdown | HT-1080 IDH1 knockdown viability, ATP luminescence, 48 h | Potency, µM (series often up to 46.1 µM), for inactives: at the top dose activity, negative = toxicity, actives largely listed as cytotoxic | 360,000 tested, 2% active | AID 686971;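 also: potency is read from the fitted curve at half-maximal effect; 0% = DMSO wells and -100% = cell-free medium wells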
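% activity derives from luminescence (CellTiter-Glo), normalised to DMSO and no-cell wells. HT-1080-IDH1KD cells, 750/well, had 48 h compound exposure at 37 °C.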
ATXN viability – reduces viability in counter-screen for ATXN expression inhibitors; 400,000 tested, 0.49% active; S2 cells (HEK-293 line with an ATXN2-luciferase reporter) viability, CellTiter-Fluor protease fluorescence, 24 h; Potency, µM (highest dose often 56.7 µM), actives largely listed as cytotoxic; also: potency is read from the fitted curve at half-maximal effect; nearly all actives have a fitted effect of over 40% in size
ATXN2 expr inh – reduces ATXN2 reporter expression in HEK-293 cells. HEK-293 ATXN2-luciferase reporter, luminescence, 24 h. Potency, µM (titrated, usually from 57 µM), without a hit: at the highest dose activity change, negative = inhibition, hits mostly inhibitors. 360,000 tested, 0.72% active. AID 1745845; also: potency is read from the fitted curve at half-maximal effect; % is scaled to controls: 0 for no effect and ±100 for the full control effect; nearly all actives have a fitted effect of over 55% in size
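ATXN2-luciferase reporter cells (luciferase flanked by upstream and downstream ATXN2 gene portions) were treated 24 h at 37 °C with compounds at up to 57 uM. SteadyGlo luminescence gave expression; GF-AFC fluorescence gave viability.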
KB-V1 MDR tox – KB-V1 MDR subline cytotoxicity | KB-V1 MDR cells viability, CellTiter-Glo, 72 h | Potency, µM (doses to about 46.1 µM), for inactives: at the top dose activity change, negative = cytotoxicity, hits mostly cytotoxic | 400,000 tested, 3.4% active; also: potency is read from the fitted curve at half-maximal effect; % is scaled to controls: 0 for no effect and ±100 for the full control effect; nearly all actives have a fitted effect of over 60% in size
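Potencies derive from concentration-effect curves fitted to normalized luminescence (CellTiter-Glo) of KB-V1 cells treated for 72 h at 37 degrees C in phenol-red-free DMEM containing 10% FBS.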
HT1080NT lethal – kills 2HG-producing HT-1080-NT fibrosarcoma cells; HT-1080-NT fibrosarcoma viability, CellTiter-Glo ATP luminescence, 48 h; Potency, µM (highest dose often 46.1 µM), without a hit: at the highest dose activity, negative = less viability, usual class: cytotoxic; 360,000 tested, 1.6% active; AID 686970;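 also: NT is the 2HG producing partner of a matched IDH1 knockdown line; potency is read from the fitted curve at half-maximal effect; 0% = DMSO-treated cells and -100% = media-only wells without cells; nearly all actives have a fitted effect of over 55% in size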
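Viability of the 2HG-overproducing fibrosarcoma line after 48 hours of compound exposure at 37 degrees C was determined by luminescence with CellTiter-Glo, and concentration-effect curves were then fitted and categorized.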
MCF10A rereplic – DNA re-replication induction in MCF 10a cells. MCF 10A DNA re-replication, Hoechst nuclear intensity, 48 h. Potency, µM (highest dose often 46.1 µM), inactives show top-dose activity, positive = re-replication, actives largely listed as activators. 350,000 tested, 2.9% active. AID 624296; also: potency is read from the fitted curve at half-maximal effect; % of control where 0% means no effect; nearly all actives have a fitted effect of over 50% in size
SW480 rerep – induces DNA re-replication in SW480 colon adenocarcinoma cells. SW480 DNA re-replication, Hoechst DNA content imaging, 48 h. Potency, µM (highest dose often 46.1 µM), inactives show at the highest dose re-replication activation, actives largely listed as activators. 340,000 tested, 1.8% active. AID 624297; also: potency is read from the fitted curve at half-maximal effect; % of control where 0% means no effect; nearly all actives have a fitted effect of over 55% in size
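Readout is total intensity of Hoechst-stained nuclei, excited at 405 nm and collected at 500-530 nm. Compound treatment lasted 48 hr at 37 C in 5% CO2 before staining.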
* marks the source's active call; other numbers are inactive results; i = inactive; ? = inconclusive; . = no result given; [ ] = dose if it differs, or a comment. Unless noted, calls follow the shape of the dose curve; as a rule, active = well fitted curve in the direction sought with a large enough effect; inconclusive = small, poorly fitted or top-dose-only effect, or another doubt; inactive = no such curve, though single readings can be large; an effect the other way counts as inactive or inconclusive.

SMILES	KB-3-1 cytotox	IL1B secr inh	HT1080 IDH1KD tx	ATXN viability	ATXN2 expr inh	KB-V1 MDR tox	HT1080NT lethal	MCF10A rereplic	SW480 rerep
CCCCN(CC)CCCNC(=O)c1cc2c(=O)oc3ccc(C)cc3c2s1	19%	.	.	i	3%	0%	.	.	.
CN(C)c1ccc(Nc2c3c4c(cccc4n(C)c2=O)C(=O)c2ccccc2-3)cc1	0%	-11	4.6µM*	i	0%	0%	5.8µM*	?	7.3µM*
COc1ccc(C(=O)N2CCCC(c3nc(-c4cc(OC)c(OC)c(OC)c4)no3)C2)cc1 (stereo unspecified)	-20%	0	0%	i	-4%	?	-23%	-8%	5%
COC(=O)c1sc(-c2ccc(C(C)(C)C)cc2)cc1NC(=O)CSCC(=O)O	0%	0	-17%	i	26%	?	-15%	15µM*	-18%
CCCCN1C[C@H](Cc2ccccc2)[C@@H](CC(=O)Nc2ccccc2)C1=O	?	-16	-4%	i	-4%	?	-1%	-3%	-2%
O=C(CSc1nnnn1C1CCCCC1)Nc1ccc(F)cc1	12%	2	-1%	i	-21%	-7%	4%	?	-27%
O=C(O)COc1ccc(/C=C/c2nc(-c3ccccc3O)n[nH]2)cc1	-2%	2	12%	i	.	15%	4%	-3%	-5%
COc1ccccc1C(=O)NNC(=O)c1ccccc1[N+](=O)[O-]	-1%	31	16%	i	8%	5%	24%	0%	-2%
Cc1ccccc1CNC(=O)CCn1nc(C)c2c(C)n(-c3ccccc3)nc2c1=O	19%	-8	10%	i	8%	6%	3%	?	?
Cc1nccn1CCOc1ccccc1Cl	-3%	10	-6%	i	6%	0%	-11%	-4%	-54%
O=C(NC1(C(F)(F)F)NC(=O)N(C2CCCCC2)C1=O)C1CC1 (stereo unspecified)	9%	-8	-13%	i	3%	29%	-1%	6%	10%
O=C(CSc1nc(O)c(Cc2ccccc2)c(=O)[nH]1)N1CCOCC1	-5%	14	10%	i	6%	-2%	20%	-2%	-3%
O=C(O)c1[nH]c2ccc(Cl)cc2c1CC(=O)N1CCN(c2ccccc2)CC1	-1%	-2	-1%	i	4%	6%	-3%	3%	-3%
CC1(c2nnc(-c3cccc(Cl)c3)o2)CC(c2ccc(Br)cc2)=NO1 (stereo unspecified)	2%	14	14%	i	9%	2%	12%	?	-10%
COc1ccc(S(=O)(=O)Nc2ccc(-n3cccc3)cc2)cc1	0%	-4	-27%	.	-26%	1%	-2%	5%	?
COc1ccc([C@H]2C[C@@H](n3cc(COC(=O)c4ccccc4)nn3)[C@H](O)CN2C(=O)c2cccs2)cc1	3%	4	-7%	i	-3%	9%	-16%	.	.
COc1ccc(C2(O)CCN(C(=O)c3ccc4c(c3)OCO4)CC2)cc1	6%	24	9%	i	2%	7%	5%	-17%	1%[9.22 µM]
Cc1ccc(-c2nn(-c3ccccc3)cc2/C=N/O)cc1	?	-81*	?	i	-31%	-23%	?	?	?
CC1=C(C(=O)Nc2ccccc2)C(c2cccnc2)n2nc(SCc3ccccc3Cl)nc2N1 (stereo unspecified)	-2%	.	.	i	2%	5%	.	.	.
CC(C)C(=O)N1CCCC1(C)C(=O)Nc1ccccc1 (stereo unspecified)	0%	24	2%	i	18%	6%	2%	.	.
CCn1c(=N)n(CCOc2ccc(OC)cc2)c2ccccc21	2%	?	?	i	-23%	-4%	?	3%[9.22 µM]	3%
CCOc1ccc(-n2c(SCC(=O)Nc3ccc(F)cc3)nc3c([nH]c4ccccc43)c2=O)cc1	6%	.	.	i	1%	?	.	.	.
COC(=O)CCN(C(=O)C12CC3CC(CC(C3)C1)C2)c1ccccn1	8%	10	6%	i	-2%	0%	1%	-12%	0%
Nn1c(SCC(=O)NC2CCCCC2)nnc1-c1ccco1	7%	24	5%	i	.	?	11%	0%	-1%
CC1=CCC2C(=O)N(c3ccc4ccccc4n3)C(=O)C2C1 (stereo unspecified)	6%	41	-6%	i	18%	0%	-2%	6%	-9%
O=C(c1ccc(C(=O)N2CCCc3ccccc32)nc1)N1CCCc2ccccc21	7%	27	-1%	i	19%	16%	4%	26%	5%
Clc1ccc(C(c2ccccc2)N2CCN(c3ccccn3)CC2)cc1 (stereo unspecified)	-5%	11	-9%	i	0%	-4%	-18%	4%	-49%[inhibitor]
CN(CC(=O)Nc1ccc(F)cc1)CC(=O)NC1CCCCC1	-2%	9	0%	i	.	9%	-2%	-4%	-4%
Cc1ccc2sc(NC(=O)c3cccc(N4C(=O)CCC4=O)c3)nc2c1C	.	-7	-4%	i	-3%	.	-4%	8%	-1%
O=C(Cc1ccc(NC(=O)C2CCCN(C(=O)CCc3ccccc3)C2)cc1)Nc1ccc(C(=O)N2CCOCC2)cc1 (stereo unspecified)	-7%	-18	23%	i	4%	-1%	12%	-5%	-31%[inhibitor][9.22 µM]
CC1(C)C(=O)NCCN1C(=O)CC1C(=O)NCCN1Cc1cccc(C(F)(F)F)c1 (stereo unspecified)	11%	-5	14%	i	-11%	0%	0%	1%	-9%
O=C(CSc1nnc(-c2ccc(F)cc2)c2ccccc12)Nc1cccc(Cl)c1	-11%	-95*	-12%	?	7%	?	-2%	?	4%
COc1cccc(NC(=S)N/N=C2/CCCCc3ccccc32)c1	?	-3	0%	i	54%[activator]	5%	-6%	?	-1%
CCOc1cc(/C=N/NC(=O)c2ccccn2)ccc1OC(=O)c1ccc(F)cc1	5%	5	6%	i	1%	10%	4%	2%	-1%
CC(=O)c1cccc(NC(=O)CSc2nc(=O)n(CCN3CCOCC3)c3c2CCC3)c1	-6%	-16	3%	i	6%	14%	-1%	10%	-1%
CC(=O)Nc1ccc2nc(NC(=O)CCc3ccccc3)sc2c1	19%	0	6%	i	-30%	0%	-1%	-4%	-18%
O=C(NCCCN1CCN(CCCNC(=O)c2cccc([N+](=O)[O-])c2)CC1)c1cccc([N+](=O)[O-])c1	0%	-6	5%	i	-3%	-26%	7%	-77%[inhibitor]	-54%[inhibitor]
CCn1cc(C(=O)O)c(=O)c2cc(F)c(N3CCN(C(=S)NC(=O)c4cc(OC)cc(OC)c4)CC3)cc21	?	1	-17%	i	.	0%	-6%	5%	-14%
COc1ccc(C(=O)NCCOc2ccccc2Cl)c(OC)c1OC	-18%	-7	-2%	.	.	10%	-7%	-17%	-7%
Cc1cccc(CNC(=O)CN2CC(C)Sc3ccccc32)c1 (stereo unspecified)	9%	.	.	i	6%	?	.	.	.
Cc1nn(-c2c(Cl)cc(Cl)cc2Cl)c(=O)c2ccccc12	?	-10	-25%	i	?	?	-21%	10%	8%
CCOc1ccc(-c2ccc(SCC(=O)NCC3CCCO3)nn2)cc1 (stereo unspecified)	8%	25	7%	i	0%	?	3%	-8%	-5%
CCOc1ccccc1N1CCN(C(=O)c2ccccc2SCC(=O)N2CCCC2)CC1	-2%	0	13%	?	6%	?	-2%	20%	-3%
O=[N+]([O-])c1ccc(Cc2nnc(-c3ccccc3Cl)o2)cc1	0%	-21	0%	i	7%	3%	-2%	4%	1%
CCOC(=O)c1nn(-c2ccc(F)cc2)c2c1CC/C2=C/c1ccccc1	-4%	-11	2%	i	2%	0%	3%	26%	-1%

An excerpt of these results, with bars between the fields.
compound | KB-3-1 cytotox | IL1B secr inh | HT1080 IDH1KD tx | ATXN viability | ATXN2 expr inh | KB-V1 MDR tox | HT1080NT lethal | MCF10A rereplic | SW480 rerep
COc1ccc(C(=O)NCCOc2ccccc2Cl)c(OC)c1OC | -18% | -7 | -2% | . | . | 10% | -7% | -17% | -7%
Cc1cccc(CNC(=O)CN2CC(C)Sc3ccccc32)c1 (stereo unspecified) | 9% | . | . | i | 6% | ? | . | . | .
Cc1nn(-c2c(Cl)cc(Cl)cc2Cl)c(=O)c2ccccc12 | ? | -10 | -25% | i | ? | ? | -21% | 10% | 8%
CCOc1ccc(-c2ccc(SCC(=O)NCC3CCCO3)nn2)cc1 (stereo unspecified) | 8% | 25 | 7% | i | 0% | ? | 3% | -8% | -5%

Other records
SMILES	KB-3-1 cytotox	IL1B secr inh	HT1080 IDH1KD tx	ATXN viability	ATXN2 expr inh	KB-V1 MDR tox	HT1080NT lethal	MCF10A rereplic	SW480 rerep
CSc1ncccc1C(=O)Nc1nc(C(C)(C)C)cs1	8%	-18	-8%	i	33%	-28%	-17%	2%	?
O=C(O)CN(c1ccc(F)cc1)S(=O)(=O)c1ccc2c(c1)OCCO2	1%	9	4%	i	2%	5%	-3%	?	?
Cc1ccc(NC(=O)C(c2ccccc2)C2CCCC2)cc1 (stereo unspecified)	2%	-15	11%	i	6%	3%	0%	11%	4%
Cc1cc(O)c(C(C)C)cc1NC(=O)Nc1cc(Cl)ccc1Cl	-5%	25	-11%	i	8%	-3%	-19%	-2%	?
Cc1ccc2c(n1)sc1c(-c3ccc(Br)cc3)c(C#N)c(N)nc12	-3%	-3	-27%	i	?	-10%	2%	?	2.3µM*
O=C(O)c1ccn[nH]1	0%	21	7%	i	0%	18%	0%	2%	2%
CCOC(=O)CCc1c(C)c2c(C)nn(-c3ccccc3)c2[nH]c1=O	-3%	16	0%	i	-4%	-16%	-1%	-12%	-4%
O=C(NCCc1csc(-c2ccc(F)cc2)n1)c1c(F)cccc1Cl	-20%	.	.	i	-24%	0%	.	.	.
CC(=O)OCC1=C(C(=O)O)N2C(=O)C(NC(=O)C(C)Cn3cc(Cl)cn3)C2SC1 (stereo unspecified)	1%	7	0%	i	-15%	19%	-3%	?	?
CCN(CC)CCCNC(=O)c1ccc2c(=O)n(Cc3ccc4c(c3)OCO4)c(=S)[nH]c2c1	-20%	27	-8%	i	-21%	-4%	-10%	23µM*	?
Nc1nc(SCc2ccccc2)sc1C(=O)N1CCCCC1	-10%	?	-9%	i	.	?	4%	.	.
CSCCC(NC(=O)c1ccccc1)C(=O)NNC(=O)c1csc(N2CCOCC2)n1 (stereo unspecified)	1%	50	-1%	i	11%	0%	-10%	0%	-14%

Compound activity deposited in PubChem BioAssay by National Center for Advancing Translational Sciences (NCATS).
